KCNH2 WT inh: inhibitors of human wildtype KCNH2 potassium channel. U2OS, BacMam KCNH2, thallium flux FluxOr; active compounds read low. activity change, % at 1.84 µM. actives 0.37% (n = 340,000);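 active = maximum activity change below -70%; inconclusive = maximum activity change between -70% and -50%; inactive = maximum activity change above -50%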; also: % is scaled to controls: 0 for no effect and ±100 for the full control effect
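U2OS cells were transduced with wild-type KCNH2 virus (2.03 x 10^8 / mL) for 4 h at room temperature, then cultured overnight at 37 C. Thallium flux was read with FluxOr dye. Rate constants were normalized to DMSO controls.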
Menin-MLL TR inh: inhibitors of human menin-MLL interaction, mutant MLL peptide; actives 0.23% (n = 270,000); AID 1768; Menin + Texas Red MLL mutant peptide, fluorescence polarization; Potency, µM (titrated, usually from 61.6 µM), for inactives: at the top dose FP activity change, negative = inhibition, usual class: inhibitors; O00255; active = well fitted inhibition curve with a large enough effect in the polarisation, with a control signal flat, not every such curve was filed as active; inconclusive = small, poorly fitted or top-dose-only effect, or effect the other way, or a change in a side signal; inactive = no such curve, though single readings can be large or run the other way; the % refers to the polarisation; also: potency is read from the fitted curve at half-maximal effect; % of control where 0% means no effect; many of its hits are not listed in these tables
KCNH2 3.1 inh: blocks the human KCNH2 3.1 channel isoform; actives 0.95% (n = 340,000); activity change, % (tested at about 1.8 µM); U2OS KCNH2 3.1, thallium flux FluxOr; active compounds read low; AID 720553;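 active = maximum activity change below -70%; inconclusive = maximum activity change from -70% to -50%; inactive = maximum activity change above -50%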;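 also: thallium influx rate constant from kinetic fluorescence after stimulation buffer; % is scaled to controls: 0 for no effect and ±100 for the full control effect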
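Channel expression came from 3.1 mutant virus (1.77 x 10^8 /mL) applied to suspended U2OS cells for 4 h. Flux was tracked with FluxOr dye plus Red40 quencher, and kinetic rate constants normalized to controls.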
USP2a inh: USP2a (human) protease inhibition; actives 0.01% (n = 330,000); O75604; Potency, µM (titrated, usually from 38.3 µM), without a hit: top-dose activity change, negative = inhibition, most hits filed as inhibitors; USP2 core, Ub-CHOP2 coupled fluorogenic reporter, 485/531;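 also: potency is read from the fitted curve at half-maximal effect; plate controls were DMSO wells for no effect and full inhibition by NEM control for full effect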
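USP2 core (10nM final) preincubated 30min RT with compound in 20mM Tris-HCl pH 8.0, 2mM CaCl2, 2mM beta-mercaptoethanol, 0.05% CHAPS; 25nM Ub-CHOP2 plus 25nM reporter substrate added, fluorescence (Ex485/Em531) read after 60min.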
Giardia kill: kills Giardia lamblia. Giardia lamblia trophozoite viability. activity change, % at 7.66 µM, hits read low. actives 0.15% (n = 340,000); in the data active = activity change below about -80%; inconclusive = between about -30% and that limit;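 also: parasites exposed to compound for two days anaerobically before the ATP read; % is scaled to controls: 0 for no effect and ±100 for the full control effect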
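Compounds were tested on trophozoites seeded at 100 cells/well and held 48 hrs at 37 deg C anaerobically. An ATP-based luminescent kit measured the remaining live cells.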
FBPA coupling cs: counter-screen for Giardia aldolase inhibitors: coupling enzyme system | coupling enzyme system counterscreen, AmpLite Red fluorescence | activity change, negative = inhibition, % at 58.2 µM, hits read low | actives 0.67% (n = 290,000) | AID 2472; in the data active = activity change below about -30%; also: % is scaled to controls: 0 for no effect and ±100 for the full control effect
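Fluorescence at 525 nm excitation and 598 nm emission measured inhibition of the coupled detection system without aldolase. Compounds (at 57.5 uM final) were preincubated 10 min at room temperature with coupling enzyme reagent before a 20 min substrate/AmpLite Red step.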
TRPV1 agonist: activates the human vanilloid receptor TRPV1; actives 0.19% (n = 320,000); Q8NER1; AID 540275; activation, % at 8.33 µM; TRPV1-expressing cells, Fluo-8 calcium influx, agonist mode; in the data active = activation above about 80%; inconclusive = between about 30% and that limit; also: 0% is about no effect
Target sequence (Q8NER1 whole entry, looked up): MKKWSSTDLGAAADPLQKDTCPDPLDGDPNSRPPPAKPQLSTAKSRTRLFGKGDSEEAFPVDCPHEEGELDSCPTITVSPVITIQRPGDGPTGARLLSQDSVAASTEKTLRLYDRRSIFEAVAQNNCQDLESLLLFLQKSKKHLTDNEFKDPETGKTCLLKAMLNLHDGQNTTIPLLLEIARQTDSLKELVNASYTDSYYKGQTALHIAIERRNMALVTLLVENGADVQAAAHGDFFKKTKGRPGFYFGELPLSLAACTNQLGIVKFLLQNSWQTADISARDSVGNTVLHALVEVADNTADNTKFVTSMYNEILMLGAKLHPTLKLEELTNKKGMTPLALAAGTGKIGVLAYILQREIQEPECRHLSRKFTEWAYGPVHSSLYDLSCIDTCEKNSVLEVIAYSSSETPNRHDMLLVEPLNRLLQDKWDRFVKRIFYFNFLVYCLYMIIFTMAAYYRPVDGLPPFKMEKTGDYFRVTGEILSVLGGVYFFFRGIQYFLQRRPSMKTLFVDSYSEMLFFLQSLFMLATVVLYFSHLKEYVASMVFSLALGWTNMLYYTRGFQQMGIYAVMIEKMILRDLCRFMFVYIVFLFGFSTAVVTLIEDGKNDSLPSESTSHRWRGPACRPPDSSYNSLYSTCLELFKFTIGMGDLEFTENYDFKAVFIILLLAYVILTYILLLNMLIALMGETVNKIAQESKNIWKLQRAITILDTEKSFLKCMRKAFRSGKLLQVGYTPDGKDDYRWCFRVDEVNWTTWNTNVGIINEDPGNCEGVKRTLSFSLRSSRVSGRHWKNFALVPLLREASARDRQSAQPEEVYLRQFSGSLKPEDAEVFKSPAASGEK
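Cells expressing TRPV1 were dye-loaded with Fluo-8 and read kinetically: 10 s baseline, 3 min after compound (agonist portion), then 2 min after EC20 capsaicin (allosteric enhancer portion). Calcium-bound dye fluorescence at 480/520 nm.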
B2AR arrestin: recruits beta-arrestin to the human beta2-adrenergic receptor. beta-arrestin recruitment to beta2AR, cell-based reporter. Potency, µM (doses to about 46.1 µM), for the others: at the highest dose activation, hits mostly activators. AID 492947. P07550. actives 0.02% (n = 330,000);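 also: potency is read from the fitted curve at half-maximal effect; 0% = DMSO controls and full agonism = EC100 isoproterenol or metaproterenol; nearly all actives have a fitted effect of over 65% in size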
MLL CXXC-DNA inh: blocks binding of human MLL CXXC domain to DNA | Potency, µM (titrated, usually from 115 µM), without a hit: at the highest dose activity change, negative = inhibition, hits mostly inhibitors | Q03164 | MLL-CXXC / FITC-HOXA9 DNA fluorescence polarization | actives 0.037% (n = 290,000); active = well fitted inhibition curve with a large enough effect in the polarisation, with a control signal flat, not every such curve was filed as active; inconclusive = small, poorly fitted or top-dose-only effect, or effect the other way, or a change in a side signal; inactive = no such curve, though single readings can be large or run the other way; the % refers to the polarisation; also: potency is read from the fitted curve at half-maximal effect
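Fluorescence polarization: 7 uM MLL-CXXC (stock) preincubated 5 min with compounds, then 50 nM fluorescein-HOX-A9 DNA (stock) added; 30 min ambient. Buffer 50 mM Tris-HCl pH 7.5, 50 mM NaCl, 1 mM DTT, 0.05% BSA.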
GALK inhibitor: galactokinase (human) inhibition; Potency, µM (top dose mostly 57.5 µM), without a hit: at the top dose activity change, negative = inhibition, usual class: inhibitors; Purified GALK, Kinase-Glo residual ATP luminescence; actives 0.007% (n = 270,000); P51570; also: potency is read from the fitted curve at half-maximal effect; % is scaled to controls: 0 for no effect and ±100 for the full control effect
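5 nM enzyme, 35 uM ATP, 100 uM galactose, 20 mM HEPES pH8.0, 5 mM MgCl2; 1 h RT; residual ATP by Kinase-Glo Plus luminescence, qHTS format.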
PKM2 act: increases activity of human pyruvate kinase M2 | P14618 | purified PKM2, Kinase-Glo ATP luminescence, activation; response scale: 0% is enzyme alone, no compound | Potency, µM (titrated, usually from 57.5 µM), without a hit: at the top dose activation, hits mostly activators | actives 0.34% (n = 260,000) | AID 1631; also: potency is read from the fitted curve at half-maximal effect; % is scaled to controls: 0 for no effect and ±100 for the full control effect; nearly all actives have a fitted effect of over 55% in size
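Purified hPK-M2 (>95%) run at intermediate activity with 0.1 mM ADP and 0.5 mM PEP in 50 mM imidazole pH 7.2, KCl, MgCl2; 1 h room temperature. ATP formed read by Kinase-Glo luminescence; normalized to uninhibited and no-enzyme controls.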
* marks the source's active call; other numbers are inactive results; i = inactive; ? = inconclusive; · = no result given; [ ] = remark or other dose. Unless noted, calls follow the shape of the dose curve; as a rule, active = well fitted curve in the direction sought with a large enough effect; inconclusive = small, poorly fitted or top-dose-only effect, or another doubt; inactive = no such curve, though single readings can be large; an effect the other way counts as inactive or inconclusive. Only part of the results is shown; count on the stated rates, not on these rows.

Structure,KCNH2 WT inh,Menin-MLL TR inh,KCNH2 3.1 inh,USP2a inh,Giardia kill,FBPA coupling cs,TRPV1 agonist,B2AR arrestin,MLL CXXC-DNA inh,GALK inhibitor,PKM2 act
CC(C)Cc1nnc(NC(=O)c2ccncc2)s1,0,-3%,4,0%,-5,2,-2,-0.4%,-6%,1%,-2%
COc1ccc(N2C(=O)/C(=C/c3cccnc3)NC2=S)cc1,0,-13%,-8,5%,16,-1,-1,-0.6%,7%,0%,-6%
Cc1ccccc1-n1nc2c(c1NC(=O)CCCl)CSC2,2,11%,-1,0%,?,0,-3,-1.2%,0%,-3%,·
CCC(NC(=O)c1cc(COc2c(F)cccc2F)on1)c1ccncc1 (stereo not given),-8,·,4,3%,-13,·,21,0.6%,11%,-2%,-1%
NC(=O)CSc1nnc(-c2cnccn2)n1-c1ccccc1,23,?,3,-1%,16,-1,1,-0.2%,5%,2%,1%
CC(C)OCCCNC(=O)c1ccc(C2SCC(=O)N2Cc2ccco2)cc1 (stereo not given),-13,-4%,10,2%,-22,0,-3,0.3%,-9%,0%,5%
Cc1cc(C)nc(SCC(=O)Nc2ncc(Cc3ccc(Cl)c(Cl)c3)s2)n1,2,17%,-12,1%,21,0,3,0.6%,-1%,·,1%
CCc1c(C)sc2nc(C(C)C)nc(SCC(=O)N3CCc4ccccc4C3)c12,-8,-18%,-10,-1%,-3,1,?,-0.4%,24%,0%,2%
Cc1nc(NC(=O)COC(=O)c2ccc(S(=O)(=O)N3CCc4ccccc4C3)cc2)c(Cl)cc1Cl,0,-22%,5,2%,0,0,-3,0.1%,-2%,2%,-2%
Cc1ccc(C)n1-c1ccc(-n2cnnn2)cc1,-2,20%,16,1%,26,-3,6,-0.2%,0%,-3%,2%
CCN(CC)c1ccc(C=C2C(=O)OC(C)(C(C)(C)C)OC2=O)cc1 (stereo not given),11,-1%,-8,1%,-1,0,0,0.1%,-2%,3%,0%
CN(C)c1ccc(C(C#N)c2ccc(Cl)cc2)nn1 (stereo not given),-9,0%,?,-1%,5,-2,3,-0.2%,14%,-1%,3%
COc1ccccc1N1CCN(C(c2cccs2)C(C)NC(=O)c2ccco2)CC1 (stereo not given),0,·,-1,2%,-22,1,9,-0.4%,-6%,-2%,-5%
COC(=O)c1ccc(CNC(=O)c2coc3ccccc3c2=O)cc1,·,-2%,5,0%,1,1,-3,0.3%,5%,9%,·
C[C@H](NC(=O)N1CCn2c1nc1ccccc12)C(=O)NCc1ccc2c(c1)OCO2,24,·,8,-1%,11,·,1,-0.3%,27%,-1%,·
O=C1N=C(N2CCCC2C(=O)O)S/C1=C\c1ccco1 (stereo not given),6,-15%,-5,1%,27,-2,0,0.3%,-4%,7%,-5%
COCCCNC(=O)CSc1nc2ccccc2c(=O)n1CCC(=O)NCCc1ccc(OC)c(OC)c1,-1,-17%,14,0%,5,0,2,-0.2%,11%,-1%,3%
CC(C)CCNc1nc(N)c([N+](=O)[O-])c(NCC2CCCO2)n1 (stereo not given),0,11%,-3,0%,8,14,10,-0.2%,18%,-2%,-7%
CC(C)Sc1ncnc2c1oc1ccccc12,0,7%,-2,0%,-3,4,?,-0.8%,3%,0%,-3%
O=C(/C=C/c1cccc([N+](=O)[O-])c1)NCCSCc1ccccc1Cl,5,16%,-22,5%,2,-2,17,-1.4%,0%,0%,2%
CC1CN(C2CCN(C(=O)c3ccccc3Cl)CC2)CC(C)O1 (stereo not given),14,7%,15,1%,16,-1,17,0.0%,2%,-2%,1%
Cc1cccc(C(CC(=O)O)NC(=O)C(F)(F)F)c1 (stereo not given),-1,7%,12,0%,-6,9,0,-0.3%,-2%,6%,0%
Cc1nc(NCc2cccnc2)c2c3c(sc2n1)CCCC3,-4,-16%,17,0%,11,4,9,-0.7%,-10%,12%,2%
COc1ccc(-c2cc(C(F)(F)F)n3nc(C(=O)NCc4ccco4)cc3n2)cc1,-19,11%,3,-2%,7,-3,6,0.9%,-4%,15%,7%
CC(C)(C)OC(=O)NCCCC[C@H](NC(=O)c1nc[nH]c1C(=O)N1CCN(c2ccccc2)CC1)C(=O)OC(C)(C)C,3,·,4,-9%,32[activator],1,-6,-0.3%,-2%,1%,-2%
Cc1ccccc1-c1nc2ccc(Cl)cc2c(=O)n1O,2,12%,12,3%,-11,2,-2,-0.4%,-6%,-2%,·
O=C(NC(=S)Nc1ccc(N2CCOCC2)c(Cl)c1)c1cccs1,i,34%[activator],4,2%,13,-1,8,0.5%,5%,0%,1%
CCn1c(CSCc2ccc(F)cc2)nnc1SCC(=O)NCc1ccccc1,7,-2%,3,-1%,9,5,9,-0.1%,-7%,-3%,-11%
COc1ccc(C(=O)NCc2nnc(SCC(=O)N3CCc4ccccc43)n2CCc2ccccc2)cc1,-9,-11%,-38,2%,7,1,3,-0.5%,16%,0%,8%
C=CCNC(=O)CCCOc1cccc(C)c1,-21,-4%,-7,3%,7,0,25,1.0%,-3%,0%,-4%
C=CCOc1ccccc1CNCc1ccc(F)cc1,7,-25%,4,0%,1,3,5,0.2%,-1%,3%,-1%
COc1ccc(N2C(=O)c3cccc4cccc(c34)C2=O)nn1,1,-5%,-4,3%,-1,-1,2,0.3%,-1%,-4%,-3%
O=C(CNC(=O)c1cccs1)NCCN1CCN(c2ccccc2F)CC1,15,?,-16,2%,-7,-8,-1,-0.1%,-2%,0%,3%
CC(=O)c1ccc(N2CCN(C(=O)C(=O)c3c(C)[nH]c4ccccc34)CC2)cc1,-6,14%,10,-1%,1,6,0,0.0%,-2%,3%,-2%
O=C1CC(c2ccc(O)c(O)c2)Oc2c1ccc(O)c2O (stereo not given),-6,·,-4,-8%,8,-10,-2,-0.1%,12%,2%,20%
O=C(O)/C=C/C(=O)NNC(=O)c1cccc(Br)c1,-2,-7%,3,4%,-11,1,-1,-0.8%,0%,0%,4%
CN(Cc1ccccc1)C(=O)c1ccc2c(c1)OCCO2,-2,-1%,9,-1%,13,-6,0,0.5%,3%,4%,-8%
COc1ccc(C(OC(=O)c2cccs2)C(=O)NCC2CCCO2)cc1 (stereo not given),3,14%,4,1%,6,-1,5,0.0%,4%,1%,-8%
Cc1ccc2nc(SCC(=O)Nc3cccc(F)c3)nc(=O)n2c1,0,·,7,2%,-1,·,-5,0.3%,·,·,·
Cn1c(SCCN2CCCC2)nnc1C1CCN(S(=O)(=O)c2ccc(F)cc2)CC1,19,-7%,3,-1%,-5,1,-1,-0.2%,8%,-8%,-4%
CC(C)CC(C(=O)O)N(Cc1ccccc1)Cc1ccccc1 (stereo not given),-17,9%,-8,1%,6,3,12,-0.1%,-9%,1%,8%
C/C(N)=C(/C#N)C(=O)COC(=O)Cc1coc2cc(C)ccc12,0,30%[activator],-13,-1%,-1,1,28,0.0%,0%,1%,2%
C=C(C)CN=c1scc(C)n1/N=C/c1ccco1,7,1%,-4,0%,19,0,6,-0.2%,-2%,7%,?
CC(C1CCN(Cc2nc(C3CC3)no2)CC1)N1CCOCC1 (stereo not given),-4,12%,1,1%,5,4,0,-0.1%,4%,-1%,-1%
COc1ccc(-c2cc(C(F)(F)F)c3c(=O)n(-c4ccccc4)[nH]c3n2)cc1,3,?,-10,0%,-9,4,-1,-0.6%,-19%,-8%,3%
CC(=O)c1ccc(OCc2cc(C(=O)N3CCC(Oc4ccccc4C)CC3)no2)cc1,4,2%,-26,-10%,0,0,?,-0.7%,?,8%,-2%
O=C(CN(C(=O)CNS(=O)(=O)c1ccccc1)C1CCCC1)NCc1ccco1,8,1%,-3,3%,1,0,0,0.2%,-1%,1%,1%
O=C(c1ccc2ccccc2c1)N1CCN(c2ccccc2)CC1,0,-3%,-8,·,4,3,18,·,2%,-2%,-2%
Cc1ccc(OCc2cc(C(=O)NCC(C)(C)N3CCOCC3)no2)cc1C,39,·,-33,0%,9,·,8,-1.3%,0%,1%,12%
O=C1c2ccccc2C(=O)N1C1CCCCC1,2,-1%,10,3%,-6,0,2,-0.1%,18%,-2%,0%[11.5 µM]
COc1ccc(/C=C/C(=O)NCC(=O)N/N=C/c2cccnc2)cc1,14,4%,19,10%,21,5,-4,0.0%,0%,-1%,7%
O=C(O)c1cc(S(=O)(=O)N2CCCC2)ccc1Br,-11,1%,·,1%,-20,2,-2,0.2%,-4%,6%,-3%
